Source: PubChem BioAssay
DRD3 antagonist: D3 dopamine receptor (human) antagonism; D3R cells, DiscoveRx beta-arrestin luminescence, antagonist mode; hits give low values; max response, negative = inhibition, %; 360,000 compounds, 2.5% hits; in the data active means max response below about -50%; inconclusive means no clear call, values can overlap the other calls; further: on the % scale 0 is the no-effect control and ±100 the full control effect; mostly tested at two doses, the higher about 12 µM
Target sequence (P35462 whole entry, looked up): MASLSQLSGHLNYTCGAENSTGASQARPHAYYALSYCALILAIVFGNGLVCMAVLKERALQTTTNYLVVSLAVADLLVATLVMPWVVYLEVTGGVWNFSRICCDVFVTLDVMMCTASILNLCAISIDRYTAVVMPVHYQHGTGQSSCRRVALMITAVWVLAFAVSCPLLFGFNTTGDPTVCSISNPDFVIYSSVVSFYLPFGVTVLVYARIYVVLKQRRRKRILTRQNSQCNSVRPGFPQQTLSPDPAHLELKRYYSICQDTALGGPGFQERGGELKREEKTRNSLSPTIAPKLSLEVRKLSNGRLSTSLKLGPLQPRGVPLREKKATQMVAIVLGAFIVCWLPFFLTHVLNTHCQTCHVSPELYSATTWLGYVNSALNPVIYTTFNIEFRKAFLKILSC
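Cells plated overnight at 1500 cells/well, then exposed to library compounds with dopamine controls for 90 minutes at 37 degrees C. DiscoveRx reagent added for 30–60 minutes at room temperature; luminescence read, quantitative HTS format.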
GLP-1R agonist: GLP-1 receptor (human) agonism | Potency, µM (titrated, usually from 45.6 µM), for inactives: at the top dose activation, actives largely listed as activators | 380,000 compounds, 0.007% hits | HEK293 GLP-1R CRE-luciferase, luminescence, 4-6 h; cells express a hypersensitive GLP-1R form | P43220; further: potency means the concentration at half of the fitted maximal effect; % of control where 0% means no effect
Abeta rescue: A-beta toxicity reversal in yeast. 410,000 compounds, 0.063% hits. yeast expressing A-beta42, growth rescue, OD600, 48 h; response scale: 0% DMSO, 100% iron-clioquinol control. Potency, µM (series often up to 46.1 µM), without a hit: top-dose growth rescue, most hits filed as activators; further: potency means the concentration at half of the fitted maximal effect; nearly all actives have a fitted effect of over 55% in size
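Yeast A-beta toxicity model in growth medium with pinned compounds, 48 h at 30 C; growth read as absorbance at 600 nm. Normalized to FeCl3/clioquinol equimolar mix (positive) and DMSO (negative).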
FUS yeast rescue: FUS proteinopathy suppression in yeast | S. cerevisiae FUS-expressing, growth rescue, OD600, 24 h | Potency, µM (highest dose often 76.6 µM), for the others: at the top dose growth rescue (activation), most hits filed as activators | 390,000 compounds, 0.24% hits | AID 1347120;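 further: potency means the concentration at half of the fitted maximal effect; plate controls were DMSO vehicle for no effect and reference control for full effect; nearly all actives have a fitted effect of over 55% in size; some results filed as inactive show a strong effect at the top dose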
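Absorbance at 600 nm, taken 24hr after compound addition, measured rescue of FUS-yeast growth at 30C. Induction used 2% galactose with seeding at OD 0.005. Controls: CP55940 from 92uM final, DMSO only.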
aSyn yeast inh: rescues yeast growth from alpha-synuclein toxicity; AID 652106; Potency, µM (top dose mostly 46.1 µM), for the others: at the highest dose growth rescue (activation), actives largely listed as activators; 370,000 compounds, 0.14% hits; Yeast expressing alpha-synuclein, growth rescue, BacTiter-Glo, 24 h; further: potency means the concentration at half of the fitted maximal effect; % of control where 0% means no effect; nearly all actives have a fitted effect of over 65% in size
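Screening used galactose-induced yeast with toxic alpha-synuclein levels, exposed to compound for 24 hr at 30 deg C. Cell growth, read with BacTiter-Glo luminescence, gave the measured signal.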
PTHR1 ag: PTHR1 (human) receptor agonism | HEK293 GP2 PTHR1 cells, GloSensor cAMP luminescence, 1 h | AID 743266 | Q03431 | Potency, µM (series often up to 115 µM), for inactives: at the top dose activation, usual class: activators | 410,000 compounds, 0.075% hits; further: potency means the concentration at half of the fitted maximal effect; nearly all actives have a fitted effect of over 55% in size; some results filed as inactive show a strong effect at the top dose; inactives centre near -15; many of its hits are not listed in these tables
Target sequence (Q03431 whole entry, looked up): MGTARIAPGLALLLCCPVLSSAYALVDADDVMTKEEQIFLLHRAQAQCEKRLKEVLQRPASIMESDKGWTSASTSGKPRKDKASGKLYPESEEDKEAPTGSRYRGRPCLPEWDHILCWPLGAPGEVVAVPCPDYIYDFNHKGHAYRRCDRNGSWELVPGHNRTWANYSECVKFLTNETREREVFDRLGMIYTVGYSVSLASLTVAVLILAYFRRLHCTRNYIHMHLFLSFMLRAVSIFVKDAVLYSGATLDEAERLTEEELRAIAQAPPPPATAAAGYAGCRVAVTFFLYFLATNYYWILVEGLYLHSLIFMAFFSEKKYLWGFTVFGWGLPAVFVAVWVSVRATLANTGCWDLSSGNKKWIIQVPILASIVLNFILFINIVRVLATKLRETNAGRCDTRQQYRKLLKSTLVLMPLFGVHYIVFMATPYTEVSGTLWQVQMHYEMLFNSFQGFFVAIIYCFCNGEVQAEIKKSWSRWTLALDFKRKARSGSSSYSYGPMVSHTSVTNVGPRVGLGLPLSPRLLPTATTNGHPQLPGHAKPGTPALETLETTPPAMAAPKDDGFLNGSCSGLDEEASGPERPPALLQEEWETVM
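HEK-293-derived GP2 cells expressing PTHR1 and a GloSensor cAMP reporter, 3,000/well, plated overnight, given luciferin plus IBMX (each 0.5 mM as added) for 1 h at 37 °C, then compound for 1 h at 37 °C. Luminescence was read after 15 min at room temperature.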
TDP43 rescue: rescues yeast growth from TDP-43 toxicity. TDP-43 expressing yeast growth rescue, BacTiter-Glo, 24 h. Potency, µM (highest dose often 46.1 µM), without a hit: at the highest dose growth rescue (activation), usual class: activators. 410,000 compounds, 1.8% hits; further: potency means the concentration at half of the fitted maximal effect; % of control where 0% means no effect; nearly all actives have a fitted effect of over 50% in size
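Growth rescue of TDP-43-toxic yeast measured as ATP luminescence (BacTiter-Glo). Cells grown to mid-log in raffinose, induced in galactose at OD600=0.02, exposed to compound 24 hr at 30 deg C.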
Akt phos inh: inhibitors of Akt phosphorylation; 360,000 compounds, 0.32% hits; Neuro2A IGF-stimulated pAkt S473 HTRF, 20 min; hits give low values; activity change, % for hits at 50 µM; in the data active means activity change below about -80%; inconclusive means mostly about -51% to -80%; further: on the % scale 0 is the no-effect control and ±100 the full control effect
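Neuro2A cells (4,500/well, DMEM with 0.5% FBS) were treated with compound at a single 50 µM final concentration, stimulated with 6 nM IGF for 20 min at 37 °C, and lysed. Phospho-Akt Ser473 was read by HTRF as 665/615 ratio ×10^4.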
GLP1R inv ag: inverse agonists of human GLP-1 receptor. P43220. HEK293 GLP-1R CRE-luciferase, luminescence, 24 h; GLP-1R form is constitutively active. Potency, µM (series often up to 38.3 µM), for the others: at the highest dose activity change, negative = inhibition, hits mostly inhibitors. 410,000 compounds, 1.6% hits. AID 624417; further: potency means the concentration at half of the fitted maximal effect; on the % scale 0 is the no-effect control and ±100 the full control effect; nearly all actives have a fitted effect of over 55% in size
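Assay principle: reduced luminescence from a cAMP-responsive reporter in HEK293 cells co-expressing a constitutively active GLP-1R. Conditions: 24 hr compound incubation, 37 deg C, 5% CO2.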
An asterisk follows results filed as active; i = inactive; ? = inconclusive; · = not tested or not shown; & = joins results of further samples; [ ] = remark or other dose. Unless noted, the call rests on the fitted dose curve; in most records, active means well fitted curve in the direction sought with a large enough effect; inconclusive means small, poorly fitted or top-dose-only effect, or another doubt; inactive means no such curve, though single readings can be large; an effect the other way counts as inactive or inconclusive. These rows are one share of the data. The share of hits here may be higher or lower than overall.

SMILES	DRD3 antagonist	GLP-1R agonist	Abeta rescue	FUS yeast rescue	aSyn yeast inh	PTHR1 ag	TDP43 rescue	Akt phos inh	GLP1R inv ag
COc1ccc(C(=O)NCC2CCCN2S(=O)(=O)c2cccs2)cc1 (configuration not stated)	8	16%	8%	3%	-9%	-28%	8%	i	21%
Cc1ccc2c(C)c(C(=O)NCC(c3ccc(Cl)cc3)N3CCOCC3)oc2c1 (configuration not stated)	·	·	22%	?	·	i	?	·	?
CCOC(=O)C(C#N)(Cc1cc(OC)cc(OC)c1)Cc1cc(OC)cc(OC)c1	·	9%	6%	17%	·	i	·	·	·
Cc1cccc(NC(=O)CSc2nc(N)c(NC(=O)c3cccs3)c(=O)[nH]2)c1	-19	-2%	-17%	13%	0%	3%	7%	i	12%
CCCCS(=O)c1c(O)c2ccccc2[nH]c1=O (configuration not stated)	-7	4%	18%	19%	17%	i	11µM*	i	1%
O=[N+]([O-])c1ccc(C2CCCC/C2=N/OCc2ccccc2F)c([N+](=O)[O-])c1 (configuration not stated)	-3	-15%	27%	-5%	5%	i	18%	i	?
CC(=O)NC(C)(c1ccccc1)c1nc(-c2ccc(S(C)(=O)=O)cc2)cs1 (configuration not stated)	?	16%	-16%	10%	-8%	-6%	0%	i	11%
COC(=O)c1ccc(CSc2nc3c([nH]c4ccccc43)c(=O)n2-c2ccc(Cl)cc2)o1	·	-3%	-12%	14%	0%	i	-3%	·	26%
CC(NC(=O)C1CCN(C(=O)N2CCOc3ccccc32)CC1)c1ccccc1 (configuration not stated)	·	·	9%	-17%	·	-22%	0%	·	2%
Cc1cc(C)n(C(C[N+](=O)[O-])c2ccc(Cl)cc2)n1 (configuration not stated)	-15	-10%	9%	·	0%	-1%	?	i	-5%
Cc1ccc(-c2nc(CS(=O)CC(=O)NCCCN3CC(C)CC(C)C3)c(C)o2)cc1 (configuration not stated)	-18	-5%	3%	-14%	0%	i	0%	i	?
COc1ccccc1CNc1nc2cc(-c3ccc(OC)c(OC)c3)sc2c(=O)n1C	103	-2%	-3%	?	13%	-94%[inhibitor]	?	i	15%
COc1ccc(C(C[N+](=O)[O-])n2nc(C)cc2C)cc1 (configuration not stated)	10	0%	-28%	·	-66%[inhibitor]	-25%	?	i	-22%
CC(OC(=O)CNC(=O)c1ccccc1)C(=O)Nc1ccc(S(=O)(=O)N2CCOCC2)cc1 (configuration not stated)	11	-9%	0%	5%	1%	-4%	-8%	i	13%
COCCn1nnnc1C(c1ccc(OC)cc1)N1CCC(C)CC1 (configuration not stated)	-27	-24%	1%	4%	2%	i	5%	i	1%
CCN(CC)CCNC(=O)c1cc(S(C)(=O)=O)ccc1OC	-60*	1%	-15%	-24%	-9%&-8%	2%	2%	i	7%
CN(C)S(=O)(=O)c1cccc(NC(=S)Nc2cccc3cnccc23)c1	-59*	-1%	12%	22%	-9%	-36%[inhibitor]	-13%	i	?
CCOC(=O)c1c(S(=O)(=O)NCC(=O)N(C)Cc2ccccc2)c(C)n(C)c1C	·	·	-18%	17%	·	-2%	-14%	·	9%
CCN(CC)S(=O)(=O)c1ccc(NC(=O)c2cccnc2Cl)c(NC(=O)c2cccnc2Cl)c1	-9	5%	-6%	18%	15%	-23%	-19%	i	?
COC(=O)[C@]1(Cc2ccccc2)N[C@H](CN(C)C(=O)NC(C)C)[C@@H]2C(=O)N(C)C(=O)[C@@H]21	21	-2%	-4%	-32%	1%	i	3%	i	-3%
COc1cc(Br)c(CCNC(=O)c2ccco2)cc1OC	-6	13%	-2%	10%	2%	i	7%	i	15%
CCC(C)NC(=O)c1cc(-c2cccs2)nc2ccccc12 (configuration not stated)	11	26%	-9%	6%	1%	0%	11%	i	?
Cc1ccc(C2c3c(-c4cc(C)ccc4O)n[nH]c3C(=O)N2Cc2ccco2)cc1 (configuration not stated)	·	·	17%	4%	·	-8%	?	·	?
CC1CC(C)(C)C2=NCCN21 (configuration not stated)	-13	1%	-3%	-27%	-1%	i	14%	i	11%
O=C(NCc1ccc2c(c1)OCO2)c1c(F)c(F)c(F)c(F)c1F	9	5%	0%	12%	-1%	-9%	23%	i	-30%
CC(=O)NC12CC3CC(C1)CC(C(=O)Nc1nc4ccc(F)cc4s1)(C3)C2	1	1%	-13%	28%	0%	-16%	-2%	i	?
O=C(NCCC1=CCCCC1)c1cc(-c2ccccn2)nc2ccccc12	-3	2%	3%	-4%	-8%	-11%	15%	i	-1%
OCCCn1c(CCNc2nc(-c3ccc(Cl)cc3)cs2)nc2cc(C(F)(F)F)ccc21	-2	2%	7%	20%	6%	-36%[inhibitor]	25%	i	?
CC(=O)Oc1ccc(/C=N/NC(=O)CCSc2ccccc2)cc1	-7	11%	8%	18%	-8%	i	10%	i	-23%
Cc1ccccc1NC(=O)c1cccc(NC(=O)c2ccco2)c1	19	-7%	-1%	7%	-25%	-14%	?	i	9%
O=C1OC(c2ccccc2)/C(=C(/O)c2ccccc2)C1=O (configuration not stated)	-27	1%	-2%	0%	1%	-2%[57.5 µM]	-18%	i	14%
Cc1cc(NC(=O)COCc2cc(-c3ccc(F)cc3)on2)ccc1Br	·	·	-17%	-18%	·	?	1%	·	-24%
CCOC(=O)C1=C(C)Nc2ccccc2N/C1=N\S(=O)(=O)c1ccc(Cl)cc1	-3	-3%	-2%	31%	-6%	-7%	-10%	i	-24%
Cc1ccc(N2CCN(C(=O)c3ccccc3NC(=O)/C=C\C(=O)O)CC2)cc1	0	-1%	1%	·	17%	-25%	16%	i	0%
Cc1sc2nc3n(c(=O)c2c1C)CCCCC3	3	17%	-8%	-2%	6%	i	10%	i	-17%
CC(/C=C1\SC(=O)N(CC(=O)Nc2cccc(O)c2)C1=O)=C\c1ccccc1	?	0%	15%	2%	2%	i	10%	i	?

Random excerpt: two entries already listed, in no set order.
SMILES	DRD3 antagonist	GLP-1R agonist	Abeta rescue	FUS yeast rescue	aSyn yeast inh	PTHR1 ag	TDP43 rescue	Akt phos inh	GLP1R inv ag
O=C1OC(c2ccccc2)/C(=C(/O)c2ccccc2)C1=O (configuration not stated)	-27	1%	-2%	0%	1%	-2%[57.5 µM]	-18%	i	14%
COC(=O)c1ccc(CSc2nc3c([nH]c4ccccc43)c(=O)n2-c2ccc(Cl)cc2)o1	·	-3%	-12%	14%	0%	i	-3%	·	26%

(further entries)
SMILES	DRD3 antagonist	GLP-1R agonist	Abeta rescue	FUS yeast rescue	aSyn yeast inh	PTHR1 ag	TDP43 rescue	Akt phos inh	GLP1R inv ag
CCCCn1nnnc1NCc1cccc(OC)c1OC	16	-1%	-15%	13%	6%	i	-11%	i	4%
COCc1c(C(=O)OCc2nnc(-c3ccc([N+](=O)[O-])cc3)o2)oc2ccccc12	8	5%	-18%	·	9%	i	18%	i	14%
O=C(Cc1cccc(NC(=O)C2CCCN(C(=O)c3ccccc3)C2)c1)Nc1cccc(C(=O)N2CCOCC2)c1 (configuration not stated)	1	-1%	2%	6%	0%	-6%	23%	i	7%
O=C(NCc1ccc(Cl)cc1)c1ccc(OCC2CCCO2)cc1 (configuration not stated)	1	-2%	8%	·	4%	i	9%	i	-9%
CCOc1ccc(NC(=O)C(=O)N/N=C/c2cccnc2)cc1	8	-1%	20%	0%	-8%	7%	-7%	i	2%
Cc1csc(SCc2ccccc2C(=O)O)n1	23	-8%	-9%	1%	-3%	?	2%	i	0%
COc1ccc(Cl)cc1NC(=O)Nc1cnccn1	0	14%	6%	17%	-2%	-13%	26%	i	7%
CC(C)c1ccc(S(=O)(=O)c2cnc(SCC(=O)Nc3cccc(C(F)(F)F)c3)nc2N)cc1	·	-8%	2%	?	·	-31%[inhibitor]	17%	·	?
O=C(N/N=C/c1ccc(Cl)c([N+](=O)[O-])c1)C1CC1	-8	2%	-11%	40%	-1%	i	0%	i	42%[activator]
Cc1cc(C)c(S(=O)(=O)c2cccc(C(F)(F)F)c2)c(=O)[nH]1	62	0%	1%	4%	3%	i	10%	i	16%
CN1c2ccccc2-c2nc3ccccc3n2C1c1cccs1 (configuration not stated)	15	2%	-40%[inhibitor]	26%	-35%[inhibitor]	-16%	7.1µM*	i	?
CCOC(=O)C1(C)C=C(Nc2ccc(C(=O)O)cc2)C(=O)N1c1ccc(C(=O)O)cc1 (configuration not stated)	·	0%	-8%	20%	·	?	-8%	·	-1%
COc1ccc(/C=C/C(=O)N(C)C2CCS(=O)(=O)C2)cc1OC (configuration not stated)	-25	-1%	-1%	-11%	-3%	i	-7%	i	13%
Cc1cc(C)n(-c2cc(C(C)(C)C)nc3c(-c4ccccc4)cnn23)n1	-13	31%	-23%	20%	-6%	-33%[inhibitor]	14µM*	i	?
CCOc1ccc(C(=O)c2cn(CC(=O)Nc3ccc(C)c(Cl)c3)c3ccc(OCC)cc3c2=O)cc1	·	0%	-8%	2%	·	-49%	-10%	·	13%
CCCCc1ccccc1NC(=S)NC1CCCC1	-11	5%	7.1µM*	-8%	-5%	i	-10%	i	?
COc1ccc(C)cc1S(=O)(=O)N(C)CC(=O)Nc1ccccc1	-18	3%	13%[9.22 µM]	-38%	-6%	i	6%	i	-8%
O=C1c2ccccc2NC2(CCCCC2)N1c1ccc(O)cc1	-27	0%	1%	-17%	-3%	-7%	6%	i	1%
Cc1cc(NC(=O)CSc2nnc(-c3cccnc3)n2C2CCCCC2C)no1 (configuration not stated)	3	13%	9%	19%	0%	-16%[57.5 µM]	-6%	i	2%
CCOC(=O)N1CC=C2C(C#N)=C(N)C(C#N)(C#N)[C@H](c3ccccc3OCC)[C@H]2C1	6	2%	0%	16%	1%	-28%	0%	i	0%
